PfG6PD inh: PfG6PD (Plasmodium falciparum) enzyme inhibition; inhibition, % at 20 µM; PfGluPho enzyme, NADPH resazurin-diaphorase fluorescence; AID 504690; hit rate 0.78% among 350,000;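 active means inhibition reaching at least a set limit at 20 µM in the primary screen, cut at about 59% in these data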;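 further: 0% = DMSO wells with substrate and 100% = DMSO wells lacking glucose-6-phosphate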
SENP8 block-1: SENP8 (human) protease inhibition. Q96LD8. recombinant SENP8, Nedd8 substrate fluorescence. inhibition, % at 20 µM. hit rate 0.64% among 360,000. AID 602440; in the data active means inhibition mostly above about 40%, no sharp cut-off; inactive means mostly below about 27%
Target sequence (Q96LD8 whole entry, looked up): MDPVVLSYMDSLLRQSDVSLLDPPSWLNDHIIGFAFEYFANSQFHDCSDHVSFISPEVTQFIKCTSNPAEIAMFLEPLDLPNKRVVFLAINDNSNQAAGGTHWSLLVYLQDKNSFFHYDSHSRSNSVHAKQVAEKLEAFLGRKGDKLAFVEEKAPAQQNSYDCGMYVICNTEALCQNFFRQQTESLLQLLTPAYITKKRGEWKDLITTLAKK
HKDC1 inhibitor: blocks human hexokinase HKDC1 activity. inhibition, % at 20 µM. hit rate 0.16% among 340,000. recombinant HKDC1, G6PDH/diaphorase resazurin coupled fluorescence;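 active means inhibition above about 35% when tested at 20 µM, limit read from the data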;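 further: plate controls were DMSO wells with enzyme for no effect and DMSO wells lacking enzyme for full effect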
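Test system: recombinant HKDC1 (HK5) hexokinase enzyme, produced in-house / Doses: 20 µM test compound, 1% DMSO / Timing: 90 min, room temperature / Detection: G6PDH/diaphorase-coupled fluorescence, 1 mM NADP, 100 µM resazurin, 525/613 nm / Control set: DMSO wells with and without enzyme mix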
SENP1 FRET inh: inhibitors of human SENP1 SUMO protease catalytic domain | recombinant SENP1 catalytic domain, CyPet-SUMO1-YPet FRET cleavage | hit rate 0.21% among 360,000 | inhibition, % at 10 µM | Q9P0U3;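 active means inhibition at least 30% at 10 µM, raw YFP signal under a set limit, fluorescence ratio 0.5 to 1.5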;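 further: 0% = enzyme with DMSO and 100% = no enzyme wells; some results filed as inactive read as strong as hits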
Target sequence (Q9P0U3 419-644 limits assumed): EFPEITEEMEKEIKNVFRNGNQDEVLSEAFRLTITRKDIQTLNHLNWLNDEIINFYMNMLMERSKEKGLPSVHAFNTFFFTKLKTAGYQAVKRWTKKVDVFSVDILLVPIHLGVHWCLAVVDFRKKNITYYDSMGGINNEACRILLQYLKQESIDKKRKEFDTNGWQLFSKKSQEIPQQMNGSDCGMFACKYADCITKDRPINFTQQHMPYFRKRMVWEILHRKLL
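Material – human SENP1 catalytic domain · Input – SENP1 enzyme, 20 pM final · Compound dosing – single concentration of 10 µM compound, 0.5% DMSO final · Timing – enzyme reaction for 50 min at room temperature, dark · Measured by – FRET fluorescence in CFP and YFP emission channels · Control set – no-enzyme wells low, DMSO-plus-enzyme wells high control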
SENP7 inh: inhibitors of human SENP7 protease; Q9BQF6; recombinant SENP7, Z-RLRGG-aminoluciferin luminescence, 40 min; inhibition, % at 5 µM; hit rate 1.5% among 330,000;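 active means inhibition above about 50% at the single test dose, limit read from the data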;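 further: plate controls were DMSO with enzyme for no effect and no enzyme buffer wells for full effect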
SENP6 block: inhibitors of human SENP6 protease. Recombinant SENP6 catalytic domain, aminoluciferin luminescence. Q9GZR1. hit rate 1.8% among 330,000. AID 2599. inhibition, % at 10 µM;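 active means inhibition above about 50% at the single tested dose, limit read from the data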;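 further: plate controls were DMSO wells with enzyme for no effect and DMSO wells lacking enzyme for full effect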
Target sequence (Q9GZR1 628-1112 limits assumed): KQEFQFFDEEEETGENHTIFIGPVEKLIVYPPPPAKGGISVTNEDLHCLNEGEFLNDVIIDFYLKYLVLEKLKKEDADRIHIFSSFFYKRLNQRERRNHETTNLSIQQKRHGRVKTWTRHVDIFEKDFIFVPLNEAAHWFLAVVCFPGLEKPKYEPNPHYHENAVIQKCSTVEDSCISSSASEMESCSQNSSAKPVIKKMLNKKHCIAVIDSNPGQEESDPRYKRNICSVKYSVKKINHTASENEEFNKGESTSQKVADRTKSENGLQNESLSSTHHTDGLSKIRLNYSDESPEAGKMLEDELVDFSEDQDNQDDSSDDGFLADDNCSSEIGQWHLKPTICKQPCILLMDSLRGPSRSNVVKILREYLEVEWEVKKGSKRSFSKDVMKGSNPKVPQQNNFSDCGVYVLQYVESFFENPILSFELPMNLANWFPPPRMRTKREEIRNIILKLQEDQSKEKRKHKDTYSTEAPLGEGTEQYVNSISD
SENP8 block-2: inhibitors of human SENP8 protease; inhibition, % at 10 µM; AID 2540; purified SENP8, Z-RLRGG-aminoluciferin cleavage, luminescence; hit rate 1.2% among 330,000; Q96LD8; in the data active means inhibition above about 50%
Apaf1 inhib: blocks human Apaf-1 apoptosome activity | AID 489030 | inhibition, % at 20 µM | hit rate 0.71% among 330,000 | O14727 | reconstituted apoptosome caspase-3 activity, DEVD-Rh110 fluorescence; active means inhibition of at least 40% at 20 µM;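 further: plate controls were DMSO wells for no effect and DEVD-CHO caspase inhibitor wells for full effect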
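Medium: Hepes buffer, pH 7.5 / System: biochemical Apaf-1 apoptosome reconstitution / Measured by: Rh110 fluorescence, excitation 480 nm, emission 540 nm / Times: compound with Apaf-1, dATP, procaspase-3 30 min, then 50 min reaction, room temperature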
Active calls of the source: *; . = not tested or not shown. Rows were taken by chance (roughly 3.6% active in at least one column).

SMILES	PfG6PD inh	SENP8 block-1	HKDC1 inhibitor	SENP1 FRET inh	SENP7 inh	SENP6 block	SENP8 block-2	Apaf1 inhib
Cc1ccc(C)c(Nc2ccc3nonc3c2[N+](=O)[O-])c1	-6	31	1	2	-6	-4	1	2
Cc1ccc(NC(=O)CCC(=O)c2cccs2)c(O)c1	20	17	-2	2	1	-10	-8	4
COc1ccc(C2C=C(c3ccc(C)cc3)Nc3ncnn32)cc1 (stereo unspecified)	2	-388	12	10	.	.	.	.
CCCN1CCC2(CC1)NC(C(=O)O)Cc1c2[nH]c2ccccc12 (stereo unspecified)	13	16	-3	-5	-5	-7	1	5
CC1Cn2c(nnc2-c2cccc(Cl)c2)S1 (stereo unspecified)	3	4	-1	1	-1	-7	4	4
Cc1cccc(C)c1-n1c(=O)n(Cc2ccccc2)c(=O)c2[nH]cnc21	-5	2	-4	1	5	3	1	-10
COc1cc(CCC(=O)Nc2cc(Cl)ccc2N2CCN(C)CC2)cc(OC)c1OC	-2	8	-3	-2	-3	-5	-6	-2
O=C(NC(=O)N1CCN(c2ccccc2)CC1)c1ccc(Cl)cc1	8	8	-11	3	-4	8	-4	3
COc1cc(C(C)=O)ccc1OCC(=O)Nc1cc(S(=O)(=O)N2CCOCC2)ccc1N1CCCC1	-7	6	3	-4	.	.	.	.
CCOc1ccc(CCNC(=O)c2ccc(Cl)c(S(=O)(=O)N3CCOCC3)c2)cc1OCC	7	3	-5	-1	-9	4	4	5
CS(=O)(=O)c1cccc(NC(=O)C2CCCN2S(=O)(=O)c2ccc(F)cc2)c1 (stereo unspecified)	2	10	-4	0	5	-6	4	4
Cc1ccc(S(=O)(=O)N2CCOCC2)cc1NC(=O)CN1CCC(Cc2ccccc2)CC1	11	7	0	0	-8	-11	-3	22
O=C(O)Cn1ccc2ccccc21	9	3	-4	1	1	7	5	0
Nc1nc(CSC(=S)N2CCN(c3ccccc3)CC2)nc(Nc2ccccc2)n1	19	12	-3	-1	7	-7	1	-14
Cc1cc(C(=O)N/N=C/c2ccc3ccccc3c2)n[nH]1	-4	0	-8	2	3	5	-13	-4
CC(C)n1c(NCc2cccs2)nc2ccccc21	-4	15	-18	0	6	10	1	-8
CCn1c(CNC(=O)COc2ccc(C(C)C)cc2)nnc1SCC(=O)Nc1ccc(F)cc1	12	6	8	0	8	-63	5	7
COCCCNC(=S)N/N=C/c1ccc(O)cc1	-7	6	-2	1	-5	-12	-6	-4
Cc1ccc2sc(C)[n+](CCCS(=O)(=O)[O-])c2c1	-9	10	-11	1	-15	-15	-1	9
CCOCC(=O)Nc1ccccc1C(=O)OCC	-28	7	-7	4	12	-18	-8	2
CCc1ccc(C(=O)NN=C2CCCCCC2)s1	-3	5	-5	2	7	-3	-1	11
Cc1c(C(=O)N2CCCCCC2)oc2ccccc12	2	6	9	0	-1	-6	2	-9
COCc1ccc(O)c2ncccc12	-32	-11	-5	-1	-6	-30	-2	0
O=C(CSc1nc2ccccc2c(=O)n1-c1ccccc1Cl)NC1CCS(=O)(=O)C1 (stereo unspecified)	13	7	-6	2	4	-16	-4	-1
O=C(COC(=O)CN1C(=O)COc2ccccc21)NC1CCCCC1	-5	7	-4	-1	-4	-2	7	-3
CCn1c(SCc2nc3ccccc3nc2C)nnc1-c1cccs1	12	10	-7	-2	-4	-12	-8	15
COC(=O)C1C(O)=C(C=NCc2ccccc2)C(=O)CC1(C)C (stereo unspecified)	3	1	-2	-2	5	-9	-7	-26
O=C(NCC1CCCO1)C1CCCN(S(=O)(=O)c2cccc3nsnc23)C1 (stereo unspecified)	3	15	-2	1	-4	-7	-6	6
COc1ccc(CCN(C)C(=O)C2CCCN(C3CCN(Cc4ccccc4)CC3)C2)cc1OC (stereo unspecified)	-16	3	-2	1	-6	10	-9	1
N#CCCN(C(=O)COC(=O)C1=COCCO1)c1ccc(F)cc1	-1	9	-5	-1	5	-8	-6	-5

Reprinted from the part before: three compounds; new compounds follow.
SMILES	PfG6PD inh	SENP8 block-1	HKDC1 inhibitor	SENP1 FRET inh	SENP7 inh	SENP6 block	SENP8 block-2	Apaf1 inhib
O=C(NCC1CCCO1)C1CCCN(S(=O)(=O)c2cccc3nsnc23)C1 (stereo unspecified)	3	15	-2	1	-4	-7	-6	6
COc1ccc(CCN(C)C(=O)C2CCCN(C3CCN(Cc4ccccc4)CC3)C2)cc1OC (stereo unspecified)	-16	3	-2	1	-6	10	-9	1
N#CCCN(C(=O)COC(=O)C1=COCCO1)c1ccc(F)cc1	-1	9	-5	-1	5	-8	-6	-5
C=CCn1c(SCC(=O)Nc2ccc3c(c2)OCO3)nnc1-c1ccccc1O	4	7	-11	-2	-7	17	-5	1
O=C(NCCSCc1c(F)cccc1Cl)Nc1ccccc1	-4	14	-2	-1	8	-12	3	6
COc1ccc(NC(=O)CSc2nnnn2Cc2ccccc2)cc1	-14	4	14	3	11	2	5	2
Cc1[nH]c2ccccc2c1C(=O)C(=O)NCc1cccs1	7	6	2	2	0	-11	2	-9
C=CCN1C(=S)N[C@@H]2CS(=O)(=O)C[C@@H]21	13	14	4	2	-2	-13	5	-14
COc1ccc(N2CCN(C(=O)Cn3c(=O)[nH]c4ccccc4c3=O)CC2)cc1	.	.	.	.	4	5	2	-34
O=C(O)CSCc1ccc(Cl)cc1	-5	16	1	0	2	-6	-6	-8
O=C(CSc1ncn[nH]1)Nc1cccc2ccccc12	4	16	4	-1	13	-3	3	6
Cc1cccc(C)c1NC(=O)COC(=O)c1ccccc1Nc1ccccc1	-1	-343	14	-4	0	-13	-5	2
COc1ccc(NC(=O)CC#N)cc1OC	0	8	-8	53*	7	-10	-3	-6
Cc1ccc(C)c(N2CCN(C(=O)CCNC(=O)Cn3ccc4ccccc4c3=O)CC2)c1	10	-11	-7	3	5	-6	9	20
Cc1nn(C(C)c2n[nH]c(=S)n2-c2ccc(F)cc2)c(C)c1[N+](=O)[O-] (stereo unspecified)	29	20	5	0	0	-2	3	-3
Cc1ccccc1C(=O)O/N=C(\N)Cc1cccs1	10	6	-2	1	61*	51*	35	-11
CN(C(=O)c1ccc(NC(=O)Cc2ccc(NC(=O)C3CCCN(C(=O)C4CCC4)C3)cc2)cc1)C1CC1 (stereo unspecified)	-6	-10	32	3	8	-10	-4	8
CCN(CC(=O)Nc1cccc(OC)c1)C(=O)c1ccncc1	5	6	-6	2	7	-4	-1	6
O=C(O/N=C1/CCCc2occc21)c1ccc(Cl)cc1Cl	26	5	-3	2	73*	67*	55*	0
O=c1c(Cc2ccc(Cl)cc2)c(O)ccn1Cc1cccs1	7	4	7	1	3	-15	-3	0
NC(=O)c1ccc(CN2CCC(Cc3ccccc3)CC2)cc1	-5	0	-7	-1	2	-6	1	-10
Cc1cccc(-c2nnc(SCc3cc(=O)[nH]c4ccccc34)n2C)c1	-5	15	-1	-1	7	-28	-1	3
O=C(Nc1ccon1)c1ccc(S(=O)(=O)N2CCCCCC2)cc1	-7	19	3	2	-2	-14	-10	3
CN1CC(=O)N(CC(=O)NCCc2ccc(F)cc2)c2ccccc2C1=O	0	14	-1	-2	-7	2	-6	-9
Cc1ccc(C(=O)COc2cccc(NC(=O)c3ccco3)c2)cc1	8	15	-2	0	1	-16	-6	3
Cc1ccc(S(=O)(=O)NNC(=O)c2cnn(-c3ccccc3)c2C(F)(F)F)cc1	-11	-12	-5	1	10	-10	-2	-2
CCCCn1c(=N)n(CC(=O)O)c2ccccc21	2	-1	-10	3	-5	-3	-8	11
COc1ccc(/C=C/C(=O)NNC(=O)c2cc(C)oc2C)cc1	-18	-5	-7	0	-2	-8	9	-4
O=C1COc2ccc(N3C(=O)c4ccccc4C3=O)cc2N1	.	.	.	.	-3	9	-4	-5
CC1CCN(Cc2c(C(=O)O)nnn2-c2nonc2N)CC1	-4	19	-8	0	-5	-24	-6	-2
Nn1c(-c2cccc(O)c2)nnc1-c1cccc(O)c1	3	4	-1	3	.	.	.	.
Nc1[nH]n(-c2ccccc2)c(=O)c1N=Nc1ccccc1	7	28	-3	0	67*	72*	43	-10
CC1(C)CC(=O)N(c2ccc(C#N)cc2)C(=O)C1	11	1	-5	2	2	-14	0	3
CC(Sc1nnc(COc2ccc(Cl)cc2)o1)C(=O)Nc1ccc(N2CCOCC2)cc1 (stereo unspecified)	1	2	3	2	-11	-8	-3	4
COc1ccc(N2CCN(C(=O)c3c(-c4ccccc4)noc3C)CC2)cc1	2	5	-1	-3	-4	-24	5	-1
CC1(NC(=S)Nc2ccc(NC(=S)NC3(C)CCS(=O)(=O)C3)cc2)CCS(=O)(=O)C1 (stereo unspecified)	-5	9	1	3	6	-17	-3	-16
COc1ccc(CCNC(=O)C2CC(=O)N(CCc3ccccc3)C2)cc1OC (stereo unspecified)	6	21	-8	-1	-1	7	4	-23
CC(=O)Nc1ccc(S(=O)(=O)N2CCN(S(=O)(=O)N3CCOCC3)CC2)cc1	-29	15	6	0	-7	-8	-12	-7
CCC(C)NC(=O)C1CCN(S(=O)(=O)c2ccc3c(c2)CC(C)N3C(C)=O)CC1 (stereo unspecified)	3	16	-6	1	-7	14	8	-3
O=C(CN(c1ccc(F)cc1)S(=O)(=O)c1ccc2c(c1)OCCO2)NCC1CCCO1 (stereo unspecified)	-4	4	-13	0	4	2	8	-19
CC1=CC(=C(C#N)C#N)C=C(C)N1CCN1CCN(C(=O)Nc2ccc(Cl)c(Cl)c2)CC1	-12	-19	-2	-4	-7	-11	0	4
COc1ccc(CCNC(=O)COC(=O)c2cccs2)cc1	11	7	-2	2	-2	-4	-6	6
CC(C(=O)Nc1cccc([N+](=O)[O-])c1)[n+]1ccccc1 (stereo unspecified)	1	6	-8	3	2	-9	-3	4
O=S1(=O)CCOC[C@H](c2ccccc2)N1Cc1ccccc1F	0	17	-1	2	-12	-1	1	5
Cc1ccc(C([O-])=C(C(=S)NCc2ccccc2)[n+]2cccc(CO)c2)cc1[N+](=O)[O-]	9	1	6	-1	.	.	.	.
Cc1cc(=O)n2nc(N3CCCC(C(=O)Nc4ccc(C)c(C)c4)C3)sc2n1 (stereo unspecified)	8	12	-7	0	0	-10	0	3
CC(=O)N1C(=O)C2(C(C#N)=C(N)Oc3n[nH]c(-c4ccccn4)c32)c2ccccc21 (stereo unspecified)	-2	6	5	-1	-3	-20	5	9
CN1CCCC(OC(=O)COc2ccc(Br)cc2)C1 (stereo unspecified)	-23	9	-3	4	-2	3	-2	-4
CN(c1ccc(Cl)cc1)c1cc(=O)n(C)c2ccccc12	-1	-91	2	2	-4	-20	-11	10
CSCCC(NC(=O)c1ccccc1Cl)C(=O)NCCc1ccccn1 (stereo unspecified)	-3	8	-6	0	8	5	2	-6
COc1ccc(N(CC(=O)Nc2nc3ccc(C)cc3s2)S(=O)(=O)c2c(C)nn(C)c2C)cc1	2	-3	-3	-51	15	-8	-17	21
CCC(C(=O)O/N=C(\N)c1ccccc1)c1ccccc1 (stereo unspecified)	21	5	5	-1	-3	-6	-2	10
